Screens as filed in PubChem BioAssay.
TDP1 cell noCPT: qHTS for Inhibitors of human tyrosyl-DNA phosphodiesterase 1 (TDP1): qHTS in cells in absence of CPT; DT40 Tdp1-/- hTDP1 cells, no CPT, ATP luminescence, 48 h; Potency, µM (doses to about 46.2 µM), for inactives: at the highest dose activity change, negative = growth inhibition, most hits filed as inhibitors; hit rate 15% among 420,000; also: nearly all actives have a fitted effect of over 55% in size
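DT40 Tdp1-/-;hTDP1 cells, no CPT (DMSO vehicle only), 400 cells/well; compounds pin-transferred; ≥48 hr, 37 °C; CellTiter-Glo 30 min RT dark, luminescence read.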
TDP1 cell CPT: growth inhibition of DT40 Tdp1-/-;hTDP1 cells with camptothecin (screen for TDP1 inhibitors) | Potency, µM (doses to about 46.2 µM), inactives show at the top dose activity change, negative = growth inhibition, usual class: inhibitors | hit rate 12% among 420,000 | chicken DT40 Tdp1-/-;hTDP1 cells + 20 nM CPT, ATP luminescence, 48 h; also: nearly all actives have a fitted effect of over 55% in size
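Chicken DT40 Tdp1-/- cells stably complemented with human TDP1 were seeded at 400 cells/well in medium containing 20 nM camptothecin, exposed to pin-transferred compounds, and grown at 37 °C for at least 48 hr. Viability was read as ATP luminescence.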
TDP1 block: inhibitors of human tyrosyl-DNA phosphodiesterase TDP1. Q9NUW8. recombinant TDP1, AlphaScreen DNA substrate cleavage. hit rate 0.28% among 350,000. Potency, µM (titrated, usually from 130 µM), without a hit: at the top dose activity change, negative = inhibition, hits mostly inhibitors; also: nearly all actives have a fitted effect of over 40% in size
Target sequence (Q9NUW8 whole entry, looked up): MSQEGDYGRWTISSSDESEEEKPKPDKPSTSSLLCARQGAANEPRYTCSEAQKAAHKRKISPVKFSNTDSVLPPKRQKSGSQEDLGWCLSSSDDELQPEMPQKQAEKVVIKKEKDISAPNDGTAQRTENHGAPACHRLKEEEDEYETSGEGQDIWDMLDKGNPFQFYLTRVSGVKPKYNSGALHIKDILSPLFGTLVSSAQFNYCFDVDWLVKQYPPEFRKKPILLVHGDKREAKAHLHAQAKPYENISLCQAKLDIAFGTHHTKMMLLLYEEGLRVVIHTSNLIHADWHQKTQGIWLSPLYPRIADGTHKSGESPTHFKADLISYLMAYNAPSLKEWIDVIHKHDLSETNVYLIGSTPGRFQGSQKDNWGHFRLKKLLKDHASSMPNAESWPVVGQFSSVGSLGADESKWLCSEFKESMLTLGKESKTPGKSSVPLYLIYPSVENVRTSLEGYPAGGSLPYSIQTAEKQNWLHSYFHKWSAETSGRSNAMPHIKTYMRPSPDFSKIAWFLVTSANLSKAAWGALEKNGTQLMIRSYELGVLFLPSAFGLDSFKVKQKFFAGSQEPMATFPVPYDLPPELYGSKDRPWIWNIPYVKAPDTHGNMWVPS
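Signal: AlphaScreen proximity between streptavidin donor and anti-FITC acceptor beads on intact substrate. Reaction: Tdp1 1 nM, substrate 15 nM final, 5 min RT after 15 min compound preincubation.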
An asterisk follows results filed as active; ? = inconclusive; nt = no result given; & = joins results of further samples; [ ] = another dose, or the depositor's remark. Calls follow the shape of the dose curve; as a rule, active = well fitted curve in the direction sought with a large enough effect; inconclusive = small, poorly fitted or top-dose-only effect, or another doubt; inactive = no such curve, though single readings can be large; an effect the other way counts as inactive or inconclusive. % is scaled to controls: 0 for no effect and ±100 for the full control effect; potency is read from the fitted curve at half-maximal effect.

SMILES	TDP1 cell noCPT	TDP1 cell CPT	TDP1 block
COc1cccc(/C=C(\C#N)C(=O)Nc2ccc(NC(C)=O)cc2)c1OC	5%	5%	8%
Cc1cccc(NS(=O)(=O)c2ccc(Cl)cc2)n1	-12%	-2%	1%
O=C(NC1CC1)c1ccc2nc([C@H]3C[C@H](O)[C@@H](CO)O3)[nH]c2c1	-3%	-1%	nt
c1cc(C2CCN(Cc3nc(-c4ccc5c(c4)OCO5)no3)CC2)ccn1	12µM*	21µM*	2%
CCOC(=O)C1C(=O)NC(N2CCN(c3ccccc3)CC2)=NC1c1ccccc1 (configuration not stated)	-20%	-21%	3%
Cc1ccc(S(=O)(=O)N2[C@@H](c3ccc(F)cc3)C(C(=O)O)=CC[C@H]2c2cccs2)cc1	-23%	-11%	0%
O=C(NCCc1ccccc1)c1cnc2sc(N3CCCCCC3)nn2c1=O	13µM*	?	5%
Cn1c(N)c(C(=O)COC(=O)C2(c3ccc(F)cc3)CCCC2)c(=O)n(C)c1=O	18µM*	?	1%
O=S(=O)(c1ccc(Cl)s1)N1CCN(c2ncccn2)CC1	?	-21%	5%
CN(c1ccc(C(=O)NCc2ccccc2)cc1)S(C)(=O)=O	-10%	-19%	8%
Cc1ccc(-c2nn3c(C)nnc3c3ccccc23)cc1S(=O)(=O)NCc1ccco1	?	15µM*	-7%
COc1ccc(CCNc2ccc(S(N)(=O)=O)cn2)cc1	-18%	4%	nt
O=C(Nc1cccc2ccccc12)NC1CCCCC1	2%	-1%	2%
COC(=O)c1cc(Cl)c(NC(=O)Cc2ccccc2)cc1OC	?	3%	5%
CC(C)Sc1nc2c(cnn2-c2ccc(Cl)cc2)c(=O)[nH]1	-16%	-24%	nt
Cc1ccnc(N2C(=O)C3C4CC(C(Br)C4Br)C3C2=O)c1 (configuration not stated)	1%	1%	2%
COc1ccc(Cc2nnc(SCC(=O)N3CCCC3)o2)cc1	10%	1%	6%
COc1ccc(/C(O)=C2/C(=O)C(=O)N(Cc3cccnc3)C2c2ccco2)cc1OC (configuration not stated)	-4%	2%	-2%
Cc1ccc(C2CCN(C(=S)Nc3cccc(Cl)c3)C2)cc1 (configuration not stated)	?	?	5%
CCCS(=O)(=O)Nc1c(C(=O)O)[nH]c2ccccc12	1%	1%	6%
COC(=O)c1cc(CNC(=O)c2ccc(N(C)C)cc2)cc(NC(=O)c2ccccc2Cl)c1	-28%	0%	nt
CCOC(=O)c1c(N)sc2c1CCC(C)C2 (configuration not stated)	-4%	-26%	-2%
Cc1cc(/C=N/NC(=O)C(O)(c2ccccc2)c2ccccc2)c(C)n1-c1ccccc1	?	?	5%
N#C/C(=C\c1ccc(OCCN2CCOCC2)cc1)C(=O)Nc1ccc(S(N)(=O)=O)cc1	6%	-2%	1%
O=C(CCN1CCCCC1)NNC(=S)NC(=O)c1ccc(Br)cc1	?	?	4%
O=S(=O)(Cc1ccccc1)NCc1cccnc1	1%	5%	7%
Cc1ccc(CCC(=O)NCc2ccccc2)o1	-13%	-1%	5%
O=C(CS(=O)(=O)Cc1ccccc1)Nc1nc2ccccc2s1	-3%	4%	5%
COc1ccc(S(=O)(=O)N2CCCC(C(=O)NCc3ccncc3)C2)cc1 (configuration not stated)	?	?	4%
O=C1Nc2ccccc2/C1=N/N=C/c1ccc(-c2ccc([N+](=O)[O-])cc2)o1	?	?	-1%
CCn1c(SCC(=O)Nc2nc(-c3ccccc3)cs2)nc2c1c(=O)n(C)c(=O)n2C	-3%	-26%	3%
CC(=O)N1CCC2(CCCN(c3cccc(-c4ccccc4)c3)C2)CC1	?	16µM*	nt
O=C(c1ccc(S(=O)(=O)c2cccc(Cl)c2)c([N+](=O)[O-])c1)N1CCN(c2ccccn2)CC1	2.3µM*	2.6µM*	6%
Cc1cc(C(=O)COC(=O)c2ccccc2O)c(C)n1Cc1cccs1	15µM*	?	7%
O=C(NCCc1cccs1)C1CC(c2cccc([N+](=O)[O-])c2)=NO1 (configuration not stated)	-2%	-4%	6%
Cc1ccc(NC(=O)C(=O)NCCN2CCN(S(C)(=O)=O)CC2)cc1	-1%	-11%	-8%
COc1ccc2c(c1)c(=O)cc(C)n2CC(=O)NCc1ccco1	?	?	-7%
COc1ccc(C2c3ccc(O)cc3Oc3ncn(Cc4ccco4)c(=N)c32)cc1 (configuration not stated)	21µM*	12µM*	nt
CCCCOc1ccc(S(=O)(=O)NC(=O)C2(C)CCN2C(=O)Cc2ccccc2Cl)cc1 (configuration not stated)	-22%	?	nt
COc1cc(NC(C)CCc2ccccc2)cc(OC)c1OC (configuration not stated)	10µM*	13µM*	11%
CCOC(=O)N1CCN(CCC(=O)Nc2cccc(Cl)c2C)CC1	?	-25%	nt
CC(C)Cc1ccc(C#N)c(SCC(N)=O)n1	-17%	6%	0%
C[C@@H](CCc1ccc(O)cc1)NCCc1ccc(O)c(O)c1	11µM*	6µM*	2%
NC(=O)C1=C[C@@H](c2ccc(C(F)(F)F)cc2)C[C@@H](OCCCCO)O1	10%	7%	3%
COc1ccc(Cl)cc1NC(=O)CCNS(=O)(=O)c1cccc2nonc12	-6%	14%	0%[0.0935 µM]
Cc1nc(CN2CCCCC2)c(O)c(=O)[nH]1	-13%	-10%	nt
CC(=O)c1cn(CCOc2ccc(F)cc2)c2ccccc12	?	15µM*	nt
O=C(CN1C(=O)C2CC=CCC2C1=O)Nc1nnc(SCc2c(Cl)cccc2Cl)s1 (configuration not stated)	-32%	-4%	0%
CCCCC1CCC(C(=O)OC(C)C(=O)Nc2ccc(NC(C)=O)cc2)CC1 (configuration not stated)	13%	-21%	2%
COc1ccc(O)c(C(=O)c2cnn(-c3ccc(Cl)cc3)c2)c1	-8%	2%	nt
CC(C)OP(=O)(OC(C)C)/C(C=O)=N\Nc1ccc([N+](=O)[O-])cc1	?	16µM*	nt
CC(=O)N1CCN(C(=O)c2ccc(-n3c(C)ccc3C)cc2)CC1	-66%	?	0%
COc1ccc(COC(=O)C2=C(C)NC(=O)NC2c2cccc(OC)c2OC)cc1 (configuration not stated)	-17%	-15%	nt
CC(=O)N1CCc2cc(S(=O)(=O)NC(CC(C)C)C(=O)Nc3ccc4c(c3)OCCO4)ccc21 (configuration not stated)	-6%	-16%	4%
CCc1nc(-c2cc3ccc(C)cc3[nH]c2=O)no1	0%	-6%	-7%
CC(OC(=O)Cc1n[nH]c(=O)c2ccccc12)C(=O)Nc1ccc(Cl)cn1 (configuration not stated)	?	?	6%[56.1 µM]
O=C(COn1nnc2ccc(S(=O)(=O)N3CCOCC3)cc21)Nc1c(F)c(F)c(F)c(F)c1F	?	-25%	-1%
CCOC(=O)N1CCN(C2CCCN(C(=O)c3ccccc3N(C)C)C2)CC1 (configuration not stated)	-6%	3%	4%
Cc1cc(NC(=O)c2ccc(C)s2)n(-c2nc3ccccc3[nH]2)n1	21µM*	?	-5%
O=C(NC1CCCCC1)C(c1ccncc1)n1c(=O)c(-c2ccccc2)nc2ccccc21 (configuration not stated)	-25%	-17%	nt
(cont.)
SMILES	TDP1 cell noCPT	TDP1 cell CPT	TDP1 block
CCc1nnc(NC(=O)c2ccc(S(=O)(=O)N3CCCc4ccccc43)cc2)o1	11µM*	?	12%
O=C(Nc1ccc(F)cc1F)C1CCCN1S(=O)(=O)c1cccc2nsnc12 (configuration not stated)	?	0%&-27%	5%&0%
C[C@H](O)C#Cc1cnc2c(c1)C(=O)N([C@H](C)CO)C[C@@H](C)[C@@H](CN(C)Cc1ccc(-c3ccccc3)cc1)O2	1.3µM*	?	nt
CC(C)CN1C(=O)NC(NS(=O)(=O)c2ccc(N)cc2)(C(F)(F)F)C1=O (configuration not stated)	-23%	-25%	2%
CCCCn1c(N)c(N(CC(C)C)C(=O)CSCC(=O)Nc2cccc(C)c2)c(=O)[nH]c1=O	7%	4%	4%
CC(C)OCCCNC(=O)c1cc(-c2cccnc2)nc2ccccc12	-14%	?	nt
CC(=O)Nc1ccc(SCCN2CC[C@@H](O)CCC2=O)cc1	2%&-27%	1%&-14%	-3%
Nc1nnc(CC(=O)N/N=C/c2ccc(-c3ccc(Cl)cc3Cl)o2)s1	-15%	-16%	8%
COc1ccccc1CCNC(=O)c1csc2c1CCCC2	?	-6%	0%
CCCCCc1cc(=O)oc2c(C(CCN3CCCC(C)C3)c3ccc(N(C)C)cc3)c(OC)cc(OC)c12 (configuration not stated)	23µM*	?	11%
COc1ccc(C(=O)N2CCC2(C)C(=O)O)cc1F (configuration not stated)	-5%	-26%	nt
OCn1ncn(-c2ccccc2)c1=S	0%	-3%	nt
CSc1nnc(CCNC(=O)/C=C/c2cccc(F)c2)n1-c1ccc(F)cc1	?	?	nt
COc1ccc(Oc2ncnc3c2oc2ccccc23)cc1	?	?	4%
Cc1cccc(C(=O)NNC(=O)CCCCC(=O)NNC(=O)c2cccc(C)c2)c1	-14%	0%	nt

Shown as labelled records: entries from further up
compound: CC(C)CN1C(=O)NC(NS(=O)(=O)c2ccc(N)cc2)(C(F)(F)F)C1=O (configuration not stated)
  TDP1 cell noCPT: -23% | TDP1 cell CPT: -25% | TDP1 block: 2%

compound: CCCCn1c(N)c(N(CC(C)C)C(=O)CSCC(=O)Nc2cccc(C)c2)c(=O)[nH]c1=O
  TDP1 cell noCPT: 7% | TDP1 cell CPT: 4% | TDP1 block: 4%

compound: CC(C)OCCCNC(=O)c1cc(-c2cccnc2)nc2ccccc12
  TDP1 cell noCPT: -14% | TDP1 cell CPT: ? | TDP1 block: nt

compound: CC(=O)Nc1ccc(SCCN2CC[C@@H](O)CCC2=O)cc1
  TDP1 cell noCPT: 2%&-27% | TDP1 cell CPT: 1%&-14% | TDP1 block: -3%

Continuation.
SMILES	TDP1 cell noCPT	TDP1 cell CPT	TDP1 block
COc1ccc(/C=C2/C(=O)ON=C2C)cc1Br	?	?	nt
CC(=O)N1C(C(=O)O)Cc2c([nH]c3ccccc23)C1C (configuration not stated)	-15%	-12%	nt
Cc1cccc(C)c1NC(=O)C/C(N)=N/O	13%	-1%	-2%
CC(=O)Nc1cccc(C(=O)/C=C/c2cccs2)c1	21µM*	?	4%
NC(N)=NC(N)=Nc1cccc2ccccc12	?	?	nt
CNC(=S)N1C2CCCC1CC(NC(=O)c1ccc(C)cc1)C2 (configuration not stated)	6%	-3%	nt
Cc1cccc(C)c1OCC(=O)NC1CC1	6%	-1%	4%
Cc1ccc2sc(NNC(=O)c3cc(=O)c4ccccc4o3)nc2c1C	?	29µM*	nt
CC1Cc2ccccc2N1C(=O)COC(=O)C1=COCCO1 (configuration not stated)	0%	-3%	-3%
CC(C)(C)n1nc2c(c1NC(=O)COc1ccc3ccccc3c1)CS(=O)C2 (configuration not stated)	-30%	-23%	3%
O=C(CSc1oc(-c2ccccc2)nc1S(=O)(=O)c1ccc(Br)cc1)c1ccccc1	10µM*	?	3%
C1=Cc2ccccc2/C1=C\c1cc2c3c(c1)CCCN3CCC2	5µM*	1.1µM*	nt
O=C(N/N=C/c1cccc(O)c1)c1cc2c(ccc3ccccc32)o1	-11%	-25%	-13%
CCC(=O)N(CCC(c1ccccc1)c1ccco1)Cc1cccs1 (configuration not stated)	21µM*	16µM*	5%
O=c1[nH]c(=O)c2nc(-c3ccc(Cl)cc3)cnc2[nH]1	?	-23%	4%

One compound at a time, as listed above:
Record of `Cc1ccc2sc(NNC(=O)c3cc(=O)c4ccccc4o3)nc2c1C` : TDP1 cell noCPT = ?; TDP1 cell CPT = 29µM*; TDP1 block = nt
Record of `CC1Cc2ccccc2N1C(=O)COC(=O)C1=COCCO1` (configuration not stated) : TDP1 cell noCPT = 0%; TDP1 cell CPT = -3%; TDP1 block = -3%
Record of `Cc1cccc(C)c1NC(=O)C/C(N)=N/O` : TDP1 cell noCPT = 13%; TDP1 cell CPT = -1%; TDP1 block = -2%

Next section:
SMILES	TDP1 cell noCPT	TDP1 cell CPT	TDP1 block
CCc1ccc(/C=C2/SC(=S)N(CCCC(=O)Nc3ccccc3C(=O)O)C2=O)cc1	12%	0%	6%
CC(C)c1ccc(NC(=O)Cc2ccc(NC(=O)N3CCCCc4ccccc43)cc2)cc1	21µM*	18µM*	6%
Cc1cc(OCC(=O)N[C@@H](Cc2ccccc2)c2nc3ccccc3[nH]2)ccc1Cl	?	-10%	-1%
COc1ccc(CC(=O)OCc2cc3cccc(C)c3[nH]c2=O)cc1	-19%	-19%	-1%
Cc1oc(C)c(C(=O)NCCCC(=O)O)c1C(=O)NCCCC(=O)O	-25%	-1%	-7%
CCN(Cc1ccccc1)S(=O)(=O)c1cc(C(=O)c2c(N)n(C)c(=O)n(C)c2=O)ccc1OC	29µM*	?	0%
COc1ccccc1NC(=O)COC(=O)c1cc(C)nc2ccccc12	?	-22%	0%

Compounds as they come (roughly 18% active in at least one column).
